High-throughput results (PubChem BioAssay)
HSP90 refold inh: HSP90 inhibitors, primary screen, cell lysate, luminescence; Heat shock protein HSP 90 (rabbit reticulocyte lysate; luciferase refolding); Rabbit reticulocyte lysate, luciferase refolding luminescence, 3 h; inhibition, % at 5.6 µM; 290,000 compounds, 0.91% hits; AID 1789, 2009;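 active = inhibition above the screen-wide mean plus 3 SD, computed separately per campaign, cut at about 16% in these data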;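 note: 0% = DMSO wells and 100% = 60 µM geldanamycin wells; inhibitors lower the luminescence because luciferase stays unfolded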
PolyA inhibitor: polyadenylation inhibitors in yeast reporter cells, primary screen, luminescence, S. cerevisiae | 300,000 compounds, 0.02% hits | S. cerevisiae SKY197-pL101 polyadenylation reporter, beta-gal luminescence; efflux-impaired pdr1/pdr3 knockout yeast; score 100 = 6 SD above DMSO | calls only at 12 µM;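 active = lowest replicate activity score at least 50, where 100 means six control SD above control mean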;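 note: yeast exposed to compound for 9 h at 30 °C; higher score means more reporter readthrough which indicates perturbed polyadenylation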
AI-2 QS mod: Vibrio harveyi AI-2 quorum sensing modulators, primary screen, JMH597 strain, luminescence/OD600 ratio; 300,000 compounds, 0.4% hits; Vibrio harveyi JMH597 AI-2 luminescence/OD600 ratio, 9 h; active compounds read low; strain lacks LuxN and CqsS sensors; 0 = neutral-control median; activity change, % at 7.5 µM; in the data active = activity change below about -75%, passing the limit was not always enough;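 note: luminescence divided by OD600 gain over 9 h not by final OD600 alone; inactives centre near 13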
GSK3A inh: blockers of GSK3A enzyme activity – biochemical, luminescence, cell-free homogeneous, HTS, primary screen. Glycogen synthase kinase-3 alpha (Homo sapiens), P49840. GSK-3 alpha kinase, ADP-Glo luminescence, 60 min. inhibition, % at 10 µM. 320,000 compounds, 0.1% hits. AID 2650, 2010;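 in the data active = inhibition above about 50%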;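 note: GST-tagged GSK-3 alpha with peptide substrate and 25 µM ATP; 0% = DMSO neutral wells and 100% = GW8510 positive control wells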
Target sequence (P49840 whole entry, looked up): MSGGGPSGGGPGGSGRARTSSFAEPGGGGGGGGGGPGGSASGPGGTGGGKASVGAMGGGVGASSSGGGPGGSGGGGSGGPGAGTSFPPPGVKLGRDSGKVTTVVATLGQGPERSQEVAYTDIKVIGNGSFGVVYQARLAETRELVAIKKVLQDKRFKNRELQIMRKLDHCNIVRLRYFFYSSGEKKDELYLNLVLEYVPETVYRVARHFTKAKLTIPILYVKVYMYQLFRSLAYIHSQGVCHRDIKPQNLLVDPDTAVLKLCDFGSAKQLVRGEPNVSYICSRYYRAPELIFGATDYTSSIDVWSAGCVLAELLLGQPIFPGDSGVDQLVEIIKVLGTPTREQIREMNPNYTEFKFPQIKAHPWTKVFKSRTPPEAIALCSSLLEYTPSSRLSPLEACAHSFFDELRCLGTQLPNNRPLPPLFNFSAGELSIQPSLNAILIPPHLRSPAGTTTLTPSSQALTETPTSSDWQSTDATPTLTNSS
KLF5 inhibitor: KLF5 expression inhibitors, primary screen, DLD-1 cells, luminescence; DLD-1 KLF5 promoter-luciferase reporter; inhibition, % at 5 µM; 290,000 compounds, 0.23% hits; AID 1700, 2009;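 active = inhibition above a per-plate limit of that plate's mean compound inhibition plus 3 SD, cut at about 60% in these data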;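 note: 0% = DMSO wells and 100% = LY294002 at 200 µM; higher means less KLF5 promoter-driven luciferase light; inactives centre near -14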
aSyn UTR inh: MLPCN primary screen, SNCA 5' untranslated region | 300,000 compounds, 0.82% hits | inhibition, % (tested at 7.5 µM) | alpha-synuclein 5'UTR reporter, inhibitor activity; in the data active = inhibition above about 60%;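 note: H4 neuroglioblastoma cells stably carrying SNCA 5'UTR luciferase fusion; 0% = DMSO wells and 100% = positive control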
HSF1 inhib: HSF1 inhibitors in luciferase reporter cells, primary screen, cell-based, NIH3T3, luminescence; activity change, negative = inhibition, % at 7.5 µM (by protocol); 300,000 compounds, 0.77% hits; AID 2098, 2009; NIH3T3-HGL HSE-luciferase, MG132-induced, luminescence 8 h; active compounds read low;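 active = more than half of replicate wells show activity change below -50%, luminescence cut by over half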;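 note: luciferase reports HSF-1 transcriptional activity via heat shock element; 0% = median of DMSO wells and -100% = zero luminescence signal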
GSK3beta inhib: human GSK3beta kinase inhibitors, primary screen, biochemical, cell-free homogeneous, HTS; 300,000 compounds, 0.038% hits; GST-GSK3beta kinase, ADP-Glo luminescence, 60 min; active compounds read low; Glycogen synthase kinase-3 beta (Homo sapiens), P49841; activity score (negative = inhibition), % at 10 µM;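 active = more than half of replicate wells score below -50%, meaning over 50% inhibition versus plate controls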;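 note: 0% = median DMSO wells and -100% = median GW8510 positive control wells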
Target sequence (P49841 whole entry, looked up): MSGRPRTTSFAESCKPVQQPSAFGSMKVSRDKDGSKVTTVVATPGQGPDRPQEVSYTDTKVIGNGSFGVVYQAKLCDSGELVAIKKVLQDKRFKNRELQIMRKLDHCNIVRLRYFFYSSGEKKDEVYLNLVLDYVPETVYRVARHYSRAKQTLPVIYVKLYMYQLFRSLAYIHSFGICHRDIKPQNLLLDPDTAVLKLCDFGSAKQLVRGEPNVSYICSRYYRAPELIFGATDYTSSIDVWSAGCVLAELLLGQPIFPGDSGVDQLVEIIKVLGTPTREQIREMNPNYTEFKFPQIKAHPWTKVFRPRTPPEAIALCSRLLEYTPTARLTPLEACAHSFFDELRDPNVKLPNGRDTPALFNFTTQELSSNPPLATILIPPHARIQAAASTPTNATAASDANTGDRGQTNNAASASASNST
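Assay system: GST-fused GSK3beta enzyme, cell-free / Medium: Tris pH 7.5 buffer with MgCl2, DTT, BSA, heparin / Also added: peptide substrate plus 25 µM ATP (final) / Compound: 10 µM single point / Timing: kinase reaction with compound 60 min at room temperature / Detection: ADP-Glo luminescence / Benchmarks: DMSO neutral wells and GW8510 at 20 µM as positive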
HSF1 activator: HSF-1 activators, primary screen, NIH3T3-HGL cells, MG132 stress, luminescence, single point; 300,000 compounds, 1.7% hits; activation, % at 9 µM; NIH3T3-HGL HSF-1 luciferase reporter, 8 h; 100% = twice DMSO control signal;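 active = mean replicate activation of at least 50% with a set share of replicates each reaching 50%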;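 note: 0% = median of the neutral control wells and 100% = twice that signal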
IEC-6 cytotox: cytotoxicity in IEC-6 intestinal epithelial cells, primary screen, cytotoxicity control for KLF5 inhibitor project, cell-based, luminescence; inhibition, % at 5 µM; IEC-6 cytotoxicity, luminescence viability; 290,000 compounds, 0.78% hits; in the data active = inhibition above about 22%;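 note: 0% = plate median of test compound wells and 100% = cytotoxic reference compound wells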
Active calls of the source: *; i = inactive; . = not tested or not shown; & = joins results of further samples. The list is partial (hit frequency here may not be typical).

SMILES	HSP90 refold inh	PolyA inhibitor	AI-2 QS mod	GSK3A inh	KLF5 inhibitor	aSyn UTR inh	HSF1 inhib	GSK3beta inhib	HSF1 activator	IEC-6 cytotox
O=C1CSC(=S)N1/N=C/c1cccnc1	-7	i	29	-3	-24	18	5	4	-11	-3
COc1ccc(C2=C(C=Nc3c(C)n(C)n(-c4ccccc4)c3=O)C(c3ccccc3C)c3ccccc3O2)cc1OC (stereo unspecified)	1	i	10	-1	-24	39	-1	-2	-5	-3
CCOCCCNC(=S)Nc1ccc2nc(N3CCOCC3)cc(C)c2c1	4	i	1	12	-51	-29	76	2	125*	-5
CC(=O)c1ccc2c3c(ccc(O)c13)CC2	1	i	15	6	-2	25	4	1	19	0
O=C(O)C(Cc1c[nH]c2ccccc12)N1C(=O)c2ccccc2C1=O (stereo unspecified)	0&4	i	14	-2	9&-15	4	-8	-1	-12	4&4
CS(=O)(=O)c1ccc(C(=O)Nc2ccccc2Cl)cc1	3	i	20	-3	-38	-12	-3	-2	9	-1
CCc1ccc(-c2csc3nc[nH]c(=O)c23)cc1	14	i	-2	-3	-67	-30	5	0	14	1
O=C(CCCc1ccccc1)NCc1cccnc1	4	i	11	.	2	-12	7	1	21	10
COc1ccc(C(CC(=O)O)NC(=O)c2cc3cc(Br)ccc3oc2=O)cc1OC (stereo unspecified)	4	i	27	-3	-16	4	-2	7	-20	-3
COC/C=C/C1=CC2=CC(=O)C(C)(OC(=O)C3CCCC3)C(=O)C2=CO1 (stereo unspecified)	.	i	5	4	.	20	-8	3	-20	.
COc1ccc(NC(=O)CCN2CCN(c3ccc(F)cc3)CC2)cc1	3	i	13	-2	9	-2	-8	2	-18	1
Cc1cccc(Oc2cc(NC(=O)Cn3cnc([N+](=O)[O-])n3)cc([N+](=O)[O-])c2)c1	-2	.	.	-2	1	.	.	.	.	4
Cc1ccc(C(=O)C(OC(=O)CN2C(=O)c3ccccc3C2=O)c2ccccc2)cc1 (stereo unspecified)	0	i	6	-1	10	2	-4	-1	10	2
COc1ccc(NC(=O)CN2C(=O)CSC2=O)cc1	-1	i	13	1	-15	-2	-4	-2	-26	-6
COc1ccc(C(=O)NCCn2cc(SCC(N)=O)c3ccccc32)cc1	74*	i	14	-3	-34	-14	-9	-2	-17	-5
Cc1ccc(S(=O)(=O)N2CCc3ccccc3C2)cc1C	0	i	23	-2	1	22	-4	2	-6	-4
Cc1nc(N2CCN(Cc3ccccc3)CC2)nc2c1C(=O)CC(c1ccco1)C2 (stereo unspecified)	0	.	45	-3	-9	-14	.	0	.	-6
COc1ccc(/C=N\NC(=O)c2ccccc2OC)cc1COc1c(F)c(F)c(F)c(F)c1F	3	i	8	-1	-14	14	-12	2	4	-12
Cc1cccc(NC(=O)c2cc(=O)[nH]c3ccccc23)c1	-3	i	25	-1	-2	25	-8	3	-18	0
Cc1ccc(C)n1-c1nccc(-c2ccco2)n1	1	i	14	.	-2	-4	4	-5	2	2
O=C(Nc1ccc(Cl)cc1)Nc1cc([N+](=O)[O-])ccc1F	-3	i	3	-4	-53	-26	-3	-5	9	-9
CSC(=NC#N)N1CCN(c2c(C)cccc2C)CC1	3	i	12	-2	6	-7	5	0	-1	-6
Clc1cccc(Cl)c1CO/N=C/c1c(-c2ccccc2)nc2n1CCS2	-1	i	33	-4	-9	11	16	0	25	-5
CCC(C)(C(=O)NC1CCCCC1)N(C)C(=O)c1ccccn1 (stereo unspecified)	3	i	28	0	6	-34	3	1	15	1
CC(=O)NS(=O)(=O)c1ccc(NC(=O)c2cc(-c3cccs3)nc3ccccc23)cc1	1	i	1	-2	-34	12	-1	2	2	-2
O=C(O)c1nn(-c2ccccc2C(F)(F)F)cc1O	-6	i	2	-2	-18	15	-3	-1	14	-2
CC1(C)Oc2ccc(C(=O)N3CCCCC3)cc2N(CC(=O)NCc2ccccc2)C1=O	-2	i	26	0	-25	29	-6	3	2	0
CC(C)(C)SCCNS(=O)(=O)c1ccc(C#N)cc1	5	i	27	0	-37	0	-5	-7	8	-3
Cn1c(=O)[nH]c(=O)c2c1nc(CN1CCOCC1)n2CCCc1ccccc1	2	i	18	-2	-26	5	-5	-1	-15	-3
Cc1cc(NC(=O)CSCc2nc(-c3cccc(F)c3)oc2C)no1	0	i	-9	0	-3	-12	8	-1	13	-2
N#CC1=C(N)SC(N)=C(C#N)C1c1ccoc1	1	i	23	21	-24	-6	-1	-7	4	-6
O=C(COC(=O)C1CCN(c2ccc(C(F)(F)F)cn2)CC1)Nc1cc(F)ccc1F	.	i	10	-2	.	1	-1	-8	-17	.
Cc1cc(C[n+]2cc(Cl)ccc2N)c2ncccc2c1	2	i	10	0	-1	17	-3	-1	-11	1
CC(=O)Nc1ccc(NC(=O)COc2ccc(-c3ccccc3)cc2)cc1	-3	.	30	.	-4	.	.	2	.	-5
COc1ccc(C/C(C)=N/Nc2nc(C)cc(=O)[nH]2)cc1	11	i	0	-2	-52	5	1	-5	-3	6
COc1cccc(NC(=O)Cn2c(=O)n(-c3ccccc3)c(=O)c3oc4ccccc4c32)c1	3	i	28	-6	-4	35	15	-1	27	-2
CCN(CC)S(=O)(=O)c1ccc(NC(=O)c2cc(C(=O)OC)cc([N+](=O)[O-])c2)cc1	3	i	18	0	-2	36	4	0	-5	4
CN1C(C(=O)NCc2ccco2)=CC(c2ccc(F)cc2)=NS1(=O)=O	56*	i	31	-2	0	3	-9	1	-11	0
CC(C)Sc1nc(SCC(=O)O)c2c3c(sc2n1)COC(C)(C)C3	8	i	19	-4	-30	-18	8	2	8	-4
c1ccc(-c2nnn(C34CC5CC(CC(C5)C3)C4)n2)cc1	-3	i	28	0	6	-59	8	1	5	-4

Reformatted: results already given
> CC(=O)NS(=O)(=O)c1ccc(NC(=O)c2cc(-c3cccs3)nc3ccccc23)cc1
  HSP90 refold inh: 1; PolyA inhibitor: i; AI-2 QS mod: 1; GSK3A inh: -2; KLF5 inhibitor: -34; aSyn UTR inh: 12; HSF1 inhib: -1; GSK3beta inhib: 2; HSF1 activator: 2; IEC-6 cytotox: -2

> O=C(O)c1nn(-c2ccccc2C(F)(F)F)cc1O
  HSP90 refold inh: -6; PolyA inhibitor: i; AI-2 QS mod: 2; GSK3A inh: -2; KLF5 inhibitor: -18; aSyn UTR inh: 15; HSF1 inhib: -3; GSK3beta inhib: -1; HSF1 activator: 14; IEC-6 cytotox: -2

Next section:
SMILES	HSP90 refold inh	PolyA inhibitor	AI-2 QS mod	GSK3A inh	KLF5 inhibitor	aSyn UTR inh	HSF1 inhib	GSK3beta inhib	HSF1 activator	IEC-6 cytotox
N#C/C(=C\c1ccccc1)c1nc2ncccc2[nH]1	-1	i	24	0	-23	-38	2	3	20	0
CCN(CC)CCN1C(=O)C(=O)/C(=C(/O)c2ccc(F)cc2)C1c1cccnc1 (stereo unspecified)	-7	i	15	0	-15	-9	-7	-3	-5	0
CCCOc1ccc(-c2nc(=S)[nH][nH]2)cc1	0	i	-84*	-4	-100	-77	2	2	-2	7
CN(C(=O)COC(=O)/C=C/c1cn(-c2ccccc2)nc1-c1ccc2c(c1)OCCO2)C1CCS(=O)(=O)C1 (stereo unspecified)	2	i	5	-2	1	-12	7	0	8	-2
C=CC(n1cncn1)C(O)(c1ccccc1)c1ccccc1 (stereo unspecified)	.	i	2	0	.	-4	0	2	-4	.
Nc1ccc2nc3c(=O)n(C4CCCCC4)c(=O)[nH]c3nc2c1	-2	i	28	-4	-65	-130	0	1	-4	-6
CCN(CC)C(=O)c1oc2ccc(S(=O)(=O)N3CC(C)CC(C)C3)cc2c1C (stereo unspecified)	4	i	3	0	-3	23	2	2	17	16
CCOc1ccc2nc(NC(=O)c3cc([N+](=O)[O-])ccc3N3CCOCC3)sc2c1	1	i	26	-1	-21	1	-61*	0	-68	-3
O=C1CSC(c2cn(-c3ccccc3)nc2-c2cc3ccccc3oc2=O)N1Cc1ccccc1 (stereo unspecified)	10	i	38	-4	-17	-8	12	2	15	3
O=C(c1ccco1)N1CCN(S(=O)(=O)c2ccc(Br)cc2)CC1	4	i	33	-1	-17	-8	2	2	-3	-5
COC(=O)C1CCCCN1C(=O)c1cc(COc2cccc3cnccc23)on1 (stereo unspecified)	0	i	-91*	4	32	-12	-24	-1	-17	14
N=c1c(C(=O)NC2CCCCC2)cc2c(=O)n3ccccc3nc2n1Cc1ccccc1	0	i	13	-2	15	25	-2	2	-3	6
CCCOc1ccc(C(=O)Nc2ccc3c(c2)OCCO3)cc1	9	i	-12	-3	-88	-40	23	1	40	-2
COC(=O)c1cccc(Cn2nc(C)c([N+](=O)[O-])c2C)c1	-4	i	-4	0	3	7	5	-2	23	0
COc1ccc(-c2csc(NC(=S)NC(=O)c3ccco3)n2)cc1Br	1	i	18	-1	-40	4	-2	-1	9	-8
Cn1c(=O)c2c(nc(CN3CCN(C(=O)c4ccco4)CC3)n2CCCO)n(C)c1=O	-4	i	19	-1	-13	-6	-1	-1	4	-9
COCc1cc(C)nc2sc(C(=O)Nc3ccccc3Br)c(N)c12	0	i	.	0	-56	-26	-4	.	30	4
COc1cc(C(=O)Nc2ccccc2N2CCOCC2)ccc1OCC(=O)N1CCOCC1	.	i	.	-3	.	-20	-7	.	7	.
CC(NC(=O)c1ccc(Cl)c(Cl)c1)c1ccc(-c2ccccc2)cc1 (stereo unspecified)	0	i	6	0	-21	3	0	2	0	4
COCc1cc(C)n(CC(=O)NCC2CCCO2)c(=O)c1C#N (stereo unspecified)	-2	i	11	-1	-29	-6	-1	-1	-2	-5
CC(=O)Nc1ccc(N(C(=O)c2cnccn2)C(C(=O)NC2CCCCC2)c2ccc(O)cc2)cc1 (stereo unspecified)	-3	i	13	-2	-21	-28	1	-1	2	-2
COc1ccc2[nH]c(=O)c(CN(C(=O)c3ccccn3)c3ccccc3)cc2c1	1	i	9	1	4	-9	-4	-2	-12	5
COc1ccc(-n2cnnc2SCC(=O)Nc2cccc(S(N)(=O)=O)c2)cc1	3	i	.	-2	-42	-24	0	.	3	4
Clc1cccc(OCc2nnc(-c3ccccc3Br)o2)c1	-4	i	-90*	0	-30	-68	21	1	29	-1
O=C(CNC(=O)c1ccc(Br)cc1)c1ccccc1	5	i	24	-3	-125	-94	23	-2	36	-7
CCOc1ccc(NC(C)c2cc(Cl)ccc2O)cc1 (stereo unspecified)	2	i	1	-1	-18	2	-39	0	-34	-1
COc1cc2cc(CN(Cc3cccs3)C(=S)Nc3cccc(C)c3)c(=O)[nH]c2cc1OC	4	i	16	-2	-28	22	14	3	22	7
